CHO-K1 Ca antag: nonselective inhibitor or artifact in parental CHO-K1 cells; 360,000 tested, 0.6% active; inhibition, % at 3 µM; ATP-induced calcium, Fluo-8 fluorescence; AID 602250;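 active = inhibition above a per-plate cutoff, the plate's mean sample inhibition plus 3 SD, cut at about 24% in these data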;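 note: 0% = DMSO plus EC80 ATP and 100% = DMSO alone without ATP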
OXTR potentiate: potentiates the human oxytocin receptor response; activation, % at 3 µM; CHO-OTR cells, Fluo-8 calcium fluorescence, potentiator mode; 0% = oxytocin EC15, 100% = EC100; 320,000 tested, 0.061% active;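 active = activation above that plate's cutoff, the mean activation of tested compounds plus 3 SD, cut at about 6.6% in these data, passing the limit was not always enough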;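 note: 100% uses oxytocin at 75 nM as the full agonist control; some results filed as inactive read as strong as hits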
Target sequence (P30559 whole entry, looked up): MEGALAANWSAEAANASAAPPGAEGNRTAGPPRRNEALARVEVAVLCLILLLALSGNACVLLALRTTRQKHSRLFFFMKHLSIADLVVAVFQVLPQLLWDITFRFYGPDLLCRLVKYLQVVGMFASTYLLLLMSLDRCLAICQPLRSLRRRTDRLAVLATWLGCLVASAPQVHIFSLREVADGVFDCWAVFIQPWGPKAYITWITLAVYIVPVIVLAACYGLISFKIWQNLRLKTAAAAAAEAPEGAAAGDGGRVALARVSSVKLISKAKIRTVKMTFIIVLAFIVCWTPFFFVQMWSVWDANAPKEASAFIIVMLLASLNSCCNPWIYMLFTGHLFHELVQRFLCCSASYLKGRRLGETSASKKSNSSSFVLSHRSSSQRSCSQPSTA
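Measured by – Fluo-8 calcium dye fluorescence · Test system – human OTR in CHO cells · Dosing – one concentration, 3.0 µM compound · Controls – EC15 oxytocin alone as 0%, 75 nM oxytocin as 100% · Evaluation – normalized max/min fluorescence ratio, % activation · Timing – 6 min pre-incubation, 100 s read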
CHO-K1 Ca PAM: nonselective activator or artifact in parental CHO-K1 calcium assay; ATP EC20, Fluo-8 calcium fluorescence; 0% at ATP EC20, 100% at ATP max; activation, % at 3 µM; 360,000 tested, 0.02% active;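 active = activation above the run cutoff, the mean activation of all test compounds plus 3 SD, cut at about 40% in these data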;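 note: peak over basal fluorescence ratio in a 140 s read after ATP addition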
TAAR1 antag: antagonists of human TAAR1 | CHO RD-HGA16 TAAR1, Fluo-8 calcium fluorescence, antagonist | Q96RJ0 | inhibition, % at 3 µM | 360,000 tested, 1.5% active;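 active = inhibition above a per-plate cutoff, the mean inhibition of test compounds on that plate plus 3 SD, cut at about 49% in these data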;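 note: 0% = DMSO plus EC80 beta-PEA response and 100% = DMSO alone without agonist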
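Assay system: CHO-derived RD-HGA16 cells stably expressing human TAAR1 plus Gα16. Timing: 140 s kinetic read after compound, 140 s after agonist. Technique: kinetic Fluo-8 calcium fluorescence measurement. Measure: % inhibition of agonist calcium response.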
M1 ag: activates human CHRM1 receptor. P11229. CHO-K1 hM1, Fluo-8 calcium fluorescence, agonist mode; 0% DMSO, 100% acetylcholine EC100. activation, % at 3 µM. 360,000 tested, 0.33% active. AID 588814;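 active = activation above the run's mean compound activation plus 3 SD, cut at about 16% in these data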;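 note: peak over basal fluorescence ratio within a 140 s kinetic read after compound addition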
Target sequence (P11229 whole entry, looked up): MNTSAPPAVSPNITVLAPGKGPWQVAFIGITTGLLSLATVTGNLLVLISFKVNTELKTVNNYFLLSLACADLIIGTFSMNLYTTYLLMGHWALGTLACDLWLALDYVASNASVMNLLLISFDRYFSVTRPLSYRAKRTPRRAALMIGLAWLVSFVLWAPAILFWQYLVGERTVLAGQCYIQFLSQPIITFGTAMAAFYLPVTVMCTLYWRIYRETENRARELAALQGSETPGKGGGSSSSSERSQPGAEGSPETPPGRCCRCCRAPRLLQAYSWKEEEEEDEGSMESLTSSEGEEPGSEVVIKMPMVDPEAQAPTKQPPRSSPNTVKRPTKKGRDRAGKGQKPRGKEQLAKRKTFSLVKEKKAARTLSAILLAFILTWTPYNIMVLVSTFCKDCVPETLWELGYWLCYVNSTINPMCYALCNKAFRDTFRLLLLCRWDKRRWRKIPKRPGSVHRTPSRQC
M1 ag parental: M1 agonist counterscreen hit in parental CHO-K1 cells. activation, % at 3 µM. Fluo-8 calcium fluorescence; scaled to maximal ATP response, vehicle zero. 360,000 tested, 0.48% active; in the data active = activation above about 15%;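 note: untransfected CHO-K1 host cells lacking M1 receptor as counterscreen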
CHO parental Ca: signal in parental CHO cells, OX1R antagonist counter-screen; inhibition, % at 5.6 µM; 330,000 tested, 0.63% active; parental CHO-K1, ATP-induced calcium, Fluo-8 fluorescence; AID 463079;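 active = inhibition above that plate's mean sample inhibition plus 3 SD, cut at about 26% in these data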;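 note: 0% = ATP-challenged DMSO wells and 100% = DMSO wells without ATP; some compounds past the cut are filed as inactive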
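Measured by: calcium-sensitive Fluo-8 fluorescence / Test system: CHO parental line / Controls: ATP-challenged DMSO wells low, unchallenged DMSO wells high / Measure: % inhibition / Compound: single nominal dose of 5.6 µM per compound / Replicates: single well per compound, no replicates / Reagent: ATP as calcium-mobilizing challenge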
CHRM1 antagonist: antagonists of human M1 muscarinic receptor. P11229. CHO-K1 hM1, Fluo-8 calcium fluorescence, ACh EC80 antagonist. 360,000 tested, 1.3% active. inhibition, % at 3 µM;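 active = percent inhibition above its own plate's cutoff, namely the mean of that plate's compound wells plus 3 SD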;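 note: peak over basal fluorescence ratio during 140 s after agonist addition; 0% = ACh EC80 plus DMSO and 100% = DMSO alone without agonist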
TAAR1 agonist: human TAAR1 agonism; CHO RD-HGA16 TAAR1, Fluo-8 calcium fluorescence; vehicle wells 0%, saturating PEA agonist 100%; activation, % at 3 µM; Q96RJ0; 360,000 tested, 0.99% active;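 active = activation above the mean activation of all test compounds in the run plus 3 SD, cut at about 38% in these data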
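System: CHO-derived RD-HGA16 cells with stable Gα16 and human TAAR1. Times: 17-24 h plating, Fluo-8 75 min 37 °C, 30 min RT. Measured by: calcium-sensitive Fluo-8 signal, excitation 470-495, emission 515-575 nm. Read-out basis: % activation relative to PEA EC100 response. Control set: DMSO and PEA EC100. Repeats: no replicates (n 1).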
The depositor's hits bear a star; . = no result given.

structure,CHO-K1 Ca antag,OXTR potentiate,CHO-K1 Ca PAM,TAAR1 antag,M1 ag,M1 ag parental,CHO parental Ca,CHRM1 antagonist,TAAR1 agonist
N=C(N)SCc1ccccc1Cl,-3,5,10,44,-7,2.9,2,-8,72*
CCN(c1ccccc1)S(=O)(=O)c1ccc(Cl)c(NC(=O)CSc2nc(N)cc(=O)[nH]2)c1,12,.,-9,-29,-9,0.2,.,2,5
N#Cc1cccnc1N1CCN(C(=O)c2ccccc2)CC1,-13,.,-12,7,4,0.7,.,-2,0
COc1ccc(C(c2c[nH]c3ccccc23)c2c[nH]c3ccccc23)cc1O,0,-3,3,29,0,0.7,3,-4,5
COc1ccc(NC(=O)c2cc(S(=O)(=O)N3CCCC3)oc2C)cc1,-7,-6,11,-17,-5,0.8,-7,-7,-1
CCn1c(SCC(=O)N2CCC(C(N)=O)(N3CCCCC3)CC2)nnc1-c1ccccc1,-4,-9,1,-2,-4,0.0,-8,-10,6
Cn1c(=O)c2c(nc(SCc3ccc(C(=O)O)cc3)n2C)n(C)c1=O,18,-10,-29,-15,-2,0.3,-6,-4,1
Cc1cc(Br)ccc1OCC(=O)N(Cc1nc(-c2ccccc2)no1)C(C)C,-1,-8,0,-10,-8,4.8,-18,17,0
C/C=C(/C)C(=O)O[C@@H]1Cc2c(ccc3ccc(=O)oc23)OC1(C)C,-8,-2,-16,-6,-6,-1.4,-33,-4,-2
CN1CC2([N+](=O)[O-])CC=C(Oc3ccccc3)C([N+](=O)[O-])(C1)C2 (configuration not stated),0,-10,14,3,2,0.4,-14,-13,32
CCCCOCCCNC(=O)/C=C/c1ccccc1Cl,-6,-4,11,1,-6,0.5,-9,-20,7
CCc1c(C)sc(NC(=O)c2noc(C)c2[N+](=O)[O-])c1C#N,-6,-2,9,-12,-6,1.6,-6,-7,10
COc1ccc(NS(=O)(=O)c2ccc(NS(=O)(=O)c3cccs3)cc2)cc1,-18,-20,0,1,-1,1.2,-5,-5,2
COc1ccc(N2CCN(CCNC(=O)C3CC(=O)N(C4CCCC4)C3)CC2)cc1 (configuration not stated),-11,1,6,3,-11,0.2,-14,-1,0
Cc1cc(C(=O)COC(=O)c2ccc(N)cc2)c(C)n1-c1c(C)n(C)n(-c2ccccc2)c1=O,-16,-10,29,-14,-10,0.7,-16,-6,3
O=C1CC(Nc2ccccc2)C(=O)N1Cc1ccccc1 (configuration not stated),-9,-6,19,-13,0,0.7,1,-3,2
CC(C)Cn1c(N)c(C(=O)COC(=O)c2ccc(F)cc2)c(=O)n(C)c1=O,-12,-28,14,3,-3,9.0,-4,0,6
COc1cc(C(=O)NNC(=S)NCc2ccco2)cc(OC)c1OC,-15,1,21,7,-5,0.8,-10,-3,5
Cc1ccc(CNC(=O)C(=O)NCCC2CCCCN2S(=O)(=O)c2cccs2)cc1 (configuration not stated),-5,-14,-9,-5,5,-0.4,-6,-5,1
CC(C)Cn1c2c(c(O)c(C(=O)Nc3nccs3)c1=O)CCCC2,-6,5,17,-1,-2,0.3,-12,-3,-2
COc1ccc(-c2c(C(=O)c3ccccc3)[nH]c(N)c2C(=O)c2ccc(Br)cc2)cc1OC,-17,.,13,9,.,3.2,.,.,15
CC(C)C[C@H](NC(=O)NC1CCCc2ccccc21)C(=O)O (some centres not stated),-27,-6,28,0,-3,1.8,-2,-23,-4
CCOC(=O)c1c2c3c(cccc3n(C)c1=O)C(=O)c1ccccc1-2,1,-13,-3,32,-6,2.4,-27,-12,10
COc1ccc(CC(=O)NCCC2=CCCCC2)cc1,-10,-2,-8,1,-3,5.6,-11,10,-1
CC(OC(=O)Cn1cnc2c1c(=O)n(C)c(=O)n2C)C(=O)NCc1ccccc1 (configuration not stated),-11,1,10,-8,0,0.6,-9,-8,1

Ordered by the number under TAAR1 agonist (high to low): 5 from the list above
SMILES	TAAR1 agonist
CCOC(=O)c1c2c3c(cccc3n(C)c1=O)C(=O)c1ccccc1-2	10
O=C1CC(Nc2ccccc2)C(=O)N1Cc1ccccc1 (configuration not stated)	2
Cc1ccc(CNC(=O)C(=O)NCCC2CCCCN2S(=O)(=O)c2cccs2)cc1 (configuration not stated)	1
Cc1cc(Br)ccc1OCC(=O)N(Cc1nc(-c2ccccc2)no1)C(C)C	0
COc1ccc(NC(=O)c2cc(S(=O)(=O)N3CCCC3)oc2C)cc1	-1

The list continues:
compound,CHO-K1 Ca antag,OXTR potentiate,CHO-K1 Ca PAM,TAAR1 antag,M1 ag,M1 ag parental,CHO parental Ca,CHRM1 antagonist,TAAR1 agonist
Cc1cccc(CCNC(=O)CN(C)S(=O)(=O)c2cnc[nH]2)c1,-12,-7,18,-5,-1,0.3,-2,-8,10
COc1ccc(CN2Cc3cccc4c3[C@@H](CC2=O)[C@H](O)[C@H](O)C4)cc1,-15,-7,7,9,1,0.2,11,-5,4
S=c1[nH]nc(C2CC2)n1Cc1ccccc1,-17,8,9,10,-16,0.5,-12,7,9
S=c1[nH]nc(Cc2cccc3ccccc23)o1,4,-7,4,2,-5,0.5,-11,-11,4
CCOC(=O)c1[nH]ncc1CN1CCCC(C(=O)c2ccc(SC)cc2)C1 (configuration not stated),6,-7,-4,9,-14,0.2,-19,3,1
Cc1ccc(C)c(N2CCN(C(=O)C3CCCN(S(=O)(=O)c4c(C)[nH]c(=O)[nH]c4=O)C3)CC2)c1 (configuration not stated),-7,-10,11,.,-3,-0.3,-15,-3,.
CCCCCCn1c(CN2CCN(C)CC2)nc2c1c(=O)n(C)c(=O)n2C,5,4,15,-5,-6,-0.1,-14,-21,0
CCCc1[nH]nc2c1C(c1ccc(OC(=O)c3ccco3)cc1)C(C#N)=C(N)O2 (configuration not stated),-7,-7,21,14,-2,0.6,7,0,11
COc1ccc(Cl)cc1N1CCN(CCNC(=O)Nc2ccccc2C)CC1,-9,-6,19,-12,3,6.0,-13,1,14
CC(C)CCOc1ccc(C(=O)N2CCN(c3ncccn3)CC2)cc1,-2,-11,4,-8,1,-0.1,-22,-5,-2
Cc1cc(NC(=O)Cc2cccs2)nn1CC(=O)NCc1ccco1,-11,-14,15,-18,-3,0.5,-7,-9,10
COc1ccccc1OCC(=O)Nc1ccc(S(=O)(=O)Nc2nccs2)cc1,-9,-5,-9,5,-5,0.1,7,9,-1
COc1cc(C)c(C(C)C)cc1S(=O)(=O)n1cnc(C)c1,1,-6,-11,-25,-6,-0.3,-4,7,-2
COc1cccc(N2C(=NC(=O)COc3ccccc3)SC3CS(=O)(=O)CC32)c1 (configuration not stated),-15,-2,16,-14,-5,1.1,-8,-13,2
CCOC(=O)c1cccc(C(=O)Nc2nc3ccc(OC)cc3s2)n1,2,-16,-8,-2,-2,0.2,-18,2,5
CC(C)Oc1ccc(C(CC(=O)N2CCOCC2)C(C)C)cc1 (configuration not stated),-16,-10,9,-13,-6,0.7,-15,-1,4
COc1ccc(NS(=O)(=O)c2cccc(NC(=O)NC3CCCCC3)c2)cc1,-3,-7,8,28,-4,3.6,-8,3,15
c1cnc2ccc3ncccc3c2c1,-10,0,5,-1,-3,0.0,1,1,1
CC(=O)c1ccc(NC(=O)C2Cc3ccccc3CN2C(=O)c2ccccc2)cc1 (configuration not stated),-3,-3,20,36,-8,4.5,-12,5,9
Brc1ccccc1-c1nnc(COc2cccc3cccnc23)o1,-9,-17,6,14,-4,2.8,-21,-9,4

TAAR1 agonist, entries above that show a hit
Structure | TAAR1 antag | CHRM1 antagonist | TAAR1 agonist
N=C(N)SCc1ccccc1Cl | 44 | -8 | 72*

The main list resumes, repeating the two entries before the break.
compound,CHO-K1 Ca antag,OXTR potentiate,CHO-K1 Ca PAM,TAAR1 antag,M1 ag,M1 ag parental,CHO parental Ca,CHRM1 antagonist,TAAR1 agonist
CC(=O)c1ccc(NC(=O)C2Cc3ccccc3CN2C(=O)c2ccccc2)cc1 (configuration not stated),-3,-3,20,36,-8,4.5,-12,5,9
Brc1ccccc1-c1nnc(COc2cccc3cccnc23)o1,-9,-17,6,14,-4,2.8,-21,-9,4
COc1ccc(C(=O)Nc2cc3c(cc2OC)CCCC3)cc1Br,-15,-8,6,9,-4,0.2,31*,-25,13
Cc1ccc(C(=O)c2c3ccccc3[n+]([O-])n2[C@@H](C)C(N)=O)cc1,-8,5,12,4,-9,0.5,5,3,6
CCOc1cc(N2CCOCC2)c(OCC)cc1NC(=O)COC(=O)CCc1c[nH]c2ccccc12,-4,-1,19,14,5,3.3,-14,-2,8
CC1(O)CC(C)(C)C(C#N)C(=O)N1 (configuration not stated),-7,.,-12,-6,-1,0.7,.,-6,2
Cc1nn(-c2ccccc2Cl)c(Cl)c1/C=N/Nc1cccc(C(=O)O)c1,-6,-4,12,-12,-10,1.7,-15,4,-1
COc1cc(N2C(=O)C=CC2=O)c(OC)cc1Cl,6,-9,-20,5,-2,-0.4,-10,-12,19
COc1ccc(C(NC(C)=O)c2cc(Cl)c3cccnc3c2O)cc1 (configuration not stated),-8,-16,7,-2,2,2.3,-11,-13,9
CN(C)S(=O)(=O)c1cccc(NC(=O)c2n[nH]c(=O)c3ccccc23)c1,-14,-2,16,16,5,3.1,-2,3,3
COc1ccc(N2CC(C)Cn3c2nc2c3c(=O)[nH]c(=O)n2C)cc1 (configuration not stated),-9,0,18,-3,-5,-0.5,-12,0,1

Reformatted as labelled records: part of the list above.
Compound: CCOc1cc(N2CCOCC2)c(OCC)cc1NC(=O)COC(=O)CCc1c[nH]c2ccccc12
  CHO-K1 Ca antag = -4
  OXTR potentiate = -1
  CHO-K1 Ca PAM = 19
  TAAR1 antag = 14
  M1 ag = 5
  M1 ag parental = 3.3
  CHO parental Ca = -14
  CHRM1 antagonist = -2
  TAAR1 agonist = 8
Compound: CC1(O)CC(C)(C)C(C#N)C(=O)N1 (configuration not stated)
  CHO-K1 Ca antag = -7
  OXTR potentiate = .
  CHO-K1 Ca PAM = -12
  TAAR1 antag = -6
  M1 ag = -1
  M1 ag parental = 0.7
  CHO parental Ca = .
  CHRM1 antagonist = -6
  TAAR1 agonist = 2

Bioassay records as filed in PubChem BioAssay.
